High-throughput results as filed in PubChem.
A3A deaminase – APOBEC3A ssDNA deaminase inhibitors, primary screen, selectivity assay for APOBEC3G inhibitor project, biochemical, FAM/TAMRA oligo cleavage fluorescence | 330,000 tested, 0.41% active | recombinant A3A, FAM/TAMRA ssDNA deamination fluorescence | DNA dC->dU-editing enzyme APOBEC-3A (Homo sapiens), P31941 | inhibition, % at 20 µM | AID 493011, 2011;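 active = at least 40% inhibition at 20 µM here, with at most 30% in a related deaminase screen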;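 also: plate controls were A3A with DMSO for no effect and wells lacking A3A enzyme for full effect; some results filed as inactive read as strong as hits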
mIAP block – inhibitors of mouse IAP, primary screen, biochemical, luminescence, uHTS; AID 2806, 2010; purified mouse IAP, CDP-Star luminescence, 30 min; inhibition, % at 10 µM; intestinal alkaline phosphatase [Mus musculus]; 330,000 tested, 0.2% active;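 active = inhibition of at least 40% at 10 µM in the primary screen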;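 also: plate controls were DMSO with enzyme for no effect and no enzyme wells for full effect; values of inactives mirror those of a sister screen read the other way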
MPTP inh – mitochondrial permeability transition pore inhibitors, primary screen, biochemical, isolated mouse mitochondria, absorbance; 360,000 tested, 1.4% active; Ca2+ swelling absorbance, 30 min; inhibition, % at 10 µM; AID 602449, 2012;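 active = inhibition of 50% or more, scaled per plate between neutral and stimulator controls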;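 also: 0% = DMSO wells given calcium and 100% = 1 mM EGTA wells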
hIAP activ – human IAP activators, primary screen, biochemical, luminescence, uHTS | purified human IAP, CDP-Star luminescence, 30 min; hits give high values; 1 = vehicle-only enzyme, 0 = enzyme-free background | AID 2524, 2010 | activation factor at 10 µM | 330,000 tested, 0.16% active;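 active = activation factor of the enzyme at least 2-fold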; also: the source names both 10 and 20 µM as test concentration; values of inactives mirror those of a sister screen read the other way
Target sequence (P09923 whole entry, looked up): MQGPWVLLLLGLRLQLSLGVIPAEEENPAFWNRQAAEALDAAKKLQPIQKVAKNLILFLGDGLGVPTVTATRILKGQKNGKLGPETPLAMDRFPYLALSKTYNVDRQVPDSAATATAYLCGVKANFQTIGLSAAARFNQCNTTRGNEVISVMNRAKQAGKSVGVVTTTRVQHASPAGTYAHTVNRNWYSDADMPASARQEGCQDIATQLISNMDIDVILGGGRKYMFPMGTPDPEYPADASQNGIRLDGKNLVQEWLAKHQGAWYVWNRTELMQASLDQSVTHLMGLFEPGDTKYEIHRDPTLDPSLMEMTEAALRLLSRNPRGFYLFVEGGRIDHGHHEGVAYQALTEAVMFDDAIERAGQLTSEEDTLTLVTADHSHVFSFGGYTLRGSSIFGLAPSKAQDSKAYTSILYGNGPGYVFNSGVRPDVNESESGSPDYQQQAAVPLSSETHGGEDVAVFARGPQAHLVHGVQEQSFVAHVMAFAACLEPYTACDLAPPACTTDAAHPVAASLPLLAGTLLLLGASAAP
mIAP act – activators of mouse IAP, primary screen, biochemical, luminescence, uHTS. muIAP, CDP-Star luminescence, 30 min; hits give high values; 1 = vehicle-only enzyme signal, 0 = enzyme-free wells. activation factor at 10 µM. 330,000 tested, 0.24% active. AID 2805, 2010;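 active = activation factor of at least 2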; also: the source names both 10 and 20 µM as test concentration; values of inactives mirror those of a sister screen read the other way
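also added = chemiluminescent substrate CDP-Star | test system = mouse IAP enzyme | signal = chemiluminescence readout | compound = DMSO-dissolved test compounds | incubation = 30 min at room temperature | benchmarks = DMSO wells, no-enzyme wells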
hIAP inh – human IAP inhibitors, primary screen, biochemical, luminescence, uHTS; AID 2544, 2010; Intestinal-type alkaline phosphatase (Homo sapiens), P09923; inhibition, % at 10 µM; purified IAP, CDP-Star luminescence, 30 min; 330,000 tested, 0.12% active;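 active = inhibition reaching a set limit with compound at 10 µM in the primary screen, cut at about 35% in these data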;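 also: plate controls were DMSO wells with enzyme for no effect and no-enzyme buffer wells for full effect; values of inactives mirror those of a sister screen read the other way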
APOBEC3G inh – APOBEC3G DNA deaminase inhibitors, primary screen, biochemical, fluorescence, single-stranded DNA substrate, uHTS; inhibition, % at 20 µM; 330,000 tested, 0.28% active; recombinant A3G, ssDNA deamination FAM/TAMRA fluorescence; AID 493012, 2011; DNA dC->dU-editing enzyme APOBEC-3G (Homo sapiens), Q9HC16;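 active = inhibition of at least 40% at 20 µM, with no more than 30% in the related APOBEC3A deaminase screen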;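 also: plate controls were DMSO wells with A3G for no effect and wells lacking A3G enzyme for full effect; some compounds called inactive have numbers as strong as hits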
Target sequence (Q9HC16 whole entry, looked up): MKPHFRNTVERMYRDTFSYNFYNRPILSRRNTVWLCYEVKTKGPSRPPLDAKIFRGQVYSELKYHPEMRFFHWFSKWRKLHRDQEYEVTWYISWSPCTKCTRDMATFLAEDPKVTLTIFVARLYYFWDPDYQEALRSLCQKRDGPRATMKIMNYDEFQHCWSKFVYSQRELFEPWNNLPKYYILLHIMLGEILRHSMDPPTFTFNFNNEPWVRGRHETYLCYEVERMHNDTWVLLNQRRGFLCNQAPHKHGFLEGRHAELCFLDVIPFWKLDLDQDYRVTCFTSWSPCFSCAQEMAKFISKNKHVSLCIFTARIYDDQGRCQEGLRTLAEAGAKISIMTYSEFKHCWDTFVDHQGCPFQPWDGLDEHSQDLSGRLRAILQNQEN
MIN6 prolif – inducers of MIN6 beta-cell proliferation, primary screen, ATP luminescence, uHTS | 330,000 tested, 0.29% active | MIN6 cells proliferation, ATPlite luminescence, 48 h; cells starved in 0.2% serum; 100% = growth in 10% serum | proliferation, % at 10 µM;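 active = compounds whose signal lies at least 3.5 SD above the mean of all wells on their plate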;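 also: 0% = DMSO-treated cells in low-serum medium and 100% = 10% serum control; some compounds called inactive have numbers as strong as hits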
ATG4B inh – ATG4B protease inhibitors, primary screen, biochemical, fluorescence, uHTS; Cysteine protease ATG4B (Homo sapiens), Q9Y4P1; ATG4B cleavage of LC3-PLA2, NBD-HPC fluorescence, 1 h; inhibition, % at 8.33 µM; 340,000 tested, 0.51% active; in the data active = inhibition above about 40%
Active calls of the source: *; · = no result given.

SMILES	A3A deaminase	mIAP block	MPTP inh	hIAP activ	mIAP act	hIAP inh	APOBEC3G inh	MIN6 prolif	ATG4B inh
COc1ccc(CCNC(=O)CSc2nc3c(c(=O)n(C)c(=O)n3C)n2C)cc1OC	1	2	-3.7	1.1	0.98	-12	-5	-1	-12
CC(CC(=O)O)NCC1COc2ccccc2O1 (centres undefined)	-5	-11	0.6	1	1.1	-4	-4	0	-2
O=C(COC(=O)c1ccco1)NCc1ccc2c(c1)OCO2	-3	-5	-0.5	0.92	1	8	-7	-1	-4
O=C(Nc1cccc(-c2ccc(N3CCOCC3)nn2)c1)c1ccc([N+](=O)[O-])cc1	-3	7	-1.8	0.94	0.93	6	-3	-6	-9
COc1ccc(/C=C/C(=O)c2ccc(C)c([N+](=O)[O-])c2)cc1O	-3	18	5.5	0.87	0.82	13	-7	-6	-8
Cc1cc(C)c(Cn2ncn(-c3ccc(Br)cc3)c2=O)c(C)c1	-3	-8	-1.4	1.1	1.1	-12	-8	-3	-4
CN(C)c1ccc(C(=O)OCC(=O)N2CCCCCC2)cc1	-7	-10	-0.1	1.2	1.1	-20	-1	-2	-11
CCOc1ccc(OCCC(=O)OCC(=O)NC2CCCCC2)cc1	1	0	-1.0	1	0.99	0	-7	4	3
O=c1[nH]c(/C=C/c2ccccc2OC(F)F)nc2c1cnn2-c1ccccc1	-3	12	1.4	1.1	0.88	-13	-8	0	-4
Cc1ccc(C(=O)CSc2nc(-c3ccccc3)ccc2C#N)cc1	-3	8	7.0	1	0.92	-1	2	-6	-6
Cc1ccc(C(=O)C(C)OC(=O)c2ccccc2[N+](=O)[O-])cc1 (centres undefined)	1	0	-1.2	0.95	1	5	-5	0	13
Cc1cccc(OCCOc2ccc(/C=N/NC(=O)Cc3nnc(N)s3)cc2)c1	-4	-5	2.8	1.2	1	-25	-3	-1	·
NC(CC(=O)O)c1cccc(OCc2ccccc2)c1 (centres undefined)	-3	3	-1.1	0.95	0.97	5	-5	-3	-5
O=C1CCN(Cc2ccccc2)CCN1CCOc1ccccc1	0	-10	-1.9	1.1	1.1	-5	-2	-4	-3
CCOC(=O)c1cnc(-c2ccccc2)nc1N(C)C	2	9	-0.2	0.91	0.91	10	5	-2	-16
O=C(CCSCCC(=O)NCc1ccc(F)cc1)NCc1ccc(F)cc1	-5	5	0.5	0.94	0.95	6	-5	1	-2
COc1cc(NS(=O)(=O)c2ccc(NC(=O)c3ccc(Cl)cc3Cl)cc2)ncn1	-3	3	-2.1	1.1	0.97	-7	-8	0	2
O=C(O)[C@@H]1CCCN1S(=O)(=O)c1cccc(S(=O)(=O)N2CCC[C@H]2C(=O)O)c1	0	-11	-0.1	1	1.1	-2	23	-3	12
Cc1ccc(NC(=O)COC(=O)CN2C(=O)NC3(CCCC3)C2=O)cc1S(=O)(=O)N(C)C	2	5	0.4	0.98	0.95	2	-7	-1	-3
C=CCSC(=S)Nc1c(C)n(C)n(-c2ccccc2)c1=O	-2	7	1.8	0.95	0.93	5	-7	-3	-3
Cc1ccc(N2CCN(/N=C/C=C/c3ccccc3)CC2)cc1	-9	5	1.9	0.96	0.95	4	-11	-2	-6
COc1ccc(CN/C(C)=C(/C#N)C(N)=O)cc1OC	1	2	-1.1	0.94	0.97	6	-2	0	5
OCC1(Cc2ccccc2)CCN(Cc2cccc(F)c2F)CC1	4	1	0.9	1.1	0.99	-6	-4	-4	6
Cc1ccc2nc(NCCC(=O)O)nc(-c3ccccc3)c2c1	0	4	0.9	1.1	0.96	-7	-11	6	3
Cc1cccc(NC(=O)Cn2c([N+](=O)[O-])cnc2C)c1C	2	4	·	1.2	0.96	-17	-3	0	·

By substructure: the compounds so far containing a nitro group on carbon (four)
SMILES	A3A deaminase	mIAP block	MPTP inh	hIAP activ	mIAP act	hIAP inh	APOBEC3G inh	MIN6 prolif	ATG4B inh
O=C(Nc1cccc(-c2ccc(N3CCOCC3)nn2)c1)c1ccc([N+](=O)[O-])cc1	-3	7	-1.8	0.94	0.93	6	-3	-6	-9
COc1ccc(/C=C/C(=O)c2ccc(C)c([N+](=O)[O-])c2)cc1O	-3	18	5.5	0.87	0.82	13	-7	-6	-8
Cc1ccc(C(=O)C(C)OC(=O)c2ccccc2[N+](=O)[O-])cc1 (centres undefined)	1	0	-1.2	0.95	1	5	-5	0	13
Cc1cccc(NC(=O)Cn2c([N+](=O)[O-])cnc2C)c1C	2	4	·	1.2	0.96	-17	-3	0	·

Further entries
SMILES	A3A deaminase	mIAP block	MPTP inh	hIAP activ	mIAP act	hIAP inh	APOBEC3G inh	MIN6 prolif	ATG4B inh
O=C(NCC(c1cccnc1)N1CCN(c2ccc(F)cc2)CC1)c1ccco1 (centres undefined)	-5	3	-0.7	0.97	0.97	3	-3	2	-1
O=S(=O)(c1ccc(NC(=S)N2CCN(c3ccc(O)cc3)CC2)cc1)N1CCOCC1	2	0	1.8	1.1	1	-6	0	-4	-1
Cc1occc1C(=O)N1CCCc2ccccc21	-3	2	-1.1	0.95	0.98	5	-4	2	-10
Cc1ccc(S(=O)(=O)N2CCOCC2)cc1C(=O)OCC(=O)NCCc1ccc(F)cc1	-2	-2	-0.8	1.1	1	-11	-5	2	-2
N#CC1CC(c2ccccc2)=NN1c1ccccc1[N+](=O)[O-] (centres undefined)	-3	4	1.3	0.99	0.96	1	-2	-5	22
COc1cc(C(O)c2nc3ccccc3n2C)cc(OC)c1OC (centres undefined)	-2	-3	-0.2	1.1	1	-10	-5	2	-3
Cc1ccc(S(=O)(=O)NC(CC(C)C)C(=O)Nc2ccncc2)cc1 (centres undefined)	-4	-9	-1.0	1	1.1	-2	-5	-3	4
O=C(Nc1ccccc1)OCc1cncs1	-4	-13	0.4	1	1.1	-4	-7	-2	8
Cc1cc(C)cc(NC(=O)N2CCC(NC(=O)c3ccccc3C)CC2)c1	-3	9	0.4	0.89	0.91	11	-1	-2	-19
O=C(O)C1C(C(=O)Nc2ccc(Cl)cc2)C2C=CC1C21CC1 (centres undefined)	-2	2	0.8	1	0.98	0	-6	-2	-7
Cc1c(C(=O)NCc2ccccc2)oc2ccc(S(=O)(=O)N3CCC4(CC3)OCCO4)cc12	2	-3	-0.1	1.1	1	-5	-2	-2	-20
N#Cc1ccccc1Cn1c(=O)oc2ccccc21	-6	1	-0.9	1.3	0.99	-30	1	-3	2
Cc1cccc(OCCOCCN2CCOCC2)c1C	-1	-10	-0.9	1.1	1.1	-5	-2	-2	4
C=CCC[C@@H](Cc1ccc(F)cc1)C(=O)OC[C@H](Cc1c[nH]c2ccccc12)NC(=O)[C@@H](CC=C)CC(=O)NCCO	2	2	2.6	1	0.98	-4	-3	-5	-24
CC(C)Oc1ccc(C2CC(=O)N(c3cccc(Br)c3)C2=O)cc1 (centres undefined)	0	2	2.1	1.1	0.98	-8	-2	4	-2
CC(=O)c1cccc(NC(=O)C2=CC(c3cccs3)=NS(=O)(=O)N2C)c1	-8	12	1.7	0.89	0.88	11	-9	-2	-8
O=C(N/N=C\c1cccc(F)c1)c1ccc(Cn2cc(Br)c([N+](=O)[O-])n2)o1	0	16	4.6	0.86	0.84	14	-2	-4	-10
COC(=O)c1ccc(C)c(NC(=O)CCCN2C(=O)NC(C)(C)C2=O)c1	-6	-2	0.3	0.84	1	16	-10	2	-13
Cc1nn(CCc2n[nH]c(=S)n2-c2ccc(F)c(Cl)c2)c(C)c1[N+](=O)[O-]	-3	12	0.0	0.95	0.88	5	15	2	16
O=C(CSc1nnc(-c2ccc(Cl)cc2)n1-c1ccc(Cl)cc1)N/N=C/c1ccccc1C(=O)O	-2	1	·	0.85	0.99	15	-7	0	-11
S=c1[nH]nc(-c2cccnc2)n1/N=C/c1ccccc1	-3	5	1.9	0.77	0.95	23	44*	0	4
CC1(C)CC(=O)c2sc(NC(=O)C3CC3)nc2C1	-1	-6	-0.5	1.2	1.1	-19	-9	2	1
O=C(OCC(=O)N1CCCCC1)c1ccc2c(c1)C(=O)N(Cc1ccco1)C2=O	-2	8	0.3	0.9	0.92	10	-7	0	9
COC(=O)[C@@]1(C)[C@H]2C(=O)N(C)C(=O)[C@H]2[C@H]2CN=C(SCC(=O)c3ccccc3)N21	4	5	-0.1	·	0.95	·	6	·	-2
Cn1c(N)c(C(=O)COC(=O)c2ccccn2)c(=O)n(C)c1=O	4	-11	0.6	0.96	1.1	4	-3	0	0
CC(C)C(=O)c1cn(CC(=O)O)c2ccccc12	-1	6	-2.6	0.93	0.94	7	-5	3	-3
CC(C)Cc1ccc(C(=O)Nc2ccc(Cc3ccncc3)cc2)o1	-4	-5	0.6	0.93	1	7	-12	-1	3
O=C(CN1CCN(Cc2cccc(Cl)c2)C1=O)NCc1cccs1	3	3	1.9	1.1	0.97	-5	-1	0	-7
CCOC(=O)CNC(=S)N(Cc1ccccc1)Cc1ccccc1F	-7	-15	-0.1	1.1	1.2	-12	-2	-1	4
O=C(Cc1ccsc1)OCC(=O)c1ccccc1	4	-10	1.5	0.89	1.1	11	1	-1	-2

By substructure: those above with an NH in an aromatic ring.
SMILES	A3A deaminase	mIAP block	MPTP inh	hIAP activ	mIAP act	hIAP inh	APOBEC3G inh	MIN6 prolif	ATG4B inh
O=c1[nH]c(/C=C/c2ccccc2OC(F)F)nc2c1cnn2-c1ccccc1	-3	12	1.4	1.1	0.88	-13	-8	0	-4
C=CCC[C@@H](Cc1ccc(F)cc1)C(=O)OC[C@H](Cc1c[nH]c2ccccc12)NC(=O)[C@@H](CC=C)CC(=O)NCCO	2	2	2.6	1	0.98	-4	-3	-5	-24
Cc1nn(CCc2n[nH]c(=S)n2-c2ccc(F)c(Cl)c2)c(C)c1[N+](=O)[O-]	-3	12	0.0	0.95	0.88	5	15	2	16
S=c1[nH]nc(-c2cccnc2)n1/N=C/c1ccccc1	-3	5	1.9	0.77	0.95	23	44*	0	4

Marked active in APOBEC3G inh, of those listed so far:
SMILES	A3A deaminase	mIAP block	MPTP inh	hIAP activ	mIAP act	hIAP inh	APOBEC3G inh	ATG4B inh
S=c1[nH]nc(-c2cccnc2)n1/N=C/c1ccccc1	-3	5	1.9	0.77	0.95	23	44*	4
